PLAP inhibitors HTS = inhibition of human placental alkaline phosphatase – biochemical, luminescence, HTS (AID 690); inhibition, % at 20 µM, or IC50 in µM where a hit was titrated; purified PLAP, luminescent substrate; higher % means a stronger effect; 96,000 compounds, 0.08% hits; in the data active = a potency from the dose series; inactive = the rest, 99 in 100 with inhibition below about 30%; also: strong numbers were not always called active
IL1B NFkB pot = enhances IL-1B driven NFkB nuclear translocation; HUVEC IL-1B NFkB p65 nuclear translocation imaging; activation, % at 2 µM; 94,000 compounds, 0.3% hits;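 active = activation above 40%, about the mean plus 3 SD, also judged a hit on visual image review; inconclusive = activation above 40% but not a hit on visual review; inactive = activation not above 40% and no visual hit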;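 also: percent activation is computed from the nuclear over cytoplasmic p65 intensity ratio; values of inactives mirror those of a sister screen read the other way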
Bcl-B displacement = displacers of TR3 peptide from Bcl-B, primary screen, selectivity assay for Bfl-1 inhibitor project, biochemical, fluorescence polarization. displacement, % at 20 µM, or IC50 in µM where a hit was titrated. 96,000 compounds, 0.11% hits. AID 748. FP displacement of FITC-TR3 peptide from Bcl-B; higher % means a stronger effect;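 active = displacement above 50% at 20 µM plus a fluorescence interference ratio under 1.5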;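 also: plate controls were wells without compound for no effect and wells lacking Bcl-B protein for full effect; a part of the inactive calls stands beside numbers as strong as those of hits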
IL1B NFkB inh = blocks IL-1B driven NFkB nuclear translocation in HUVEC cells; AID 796; inhibition, % at 2 µM; HUVEC IL-1B NFkB p65 nuclear translocation imaging; 94,000 compounds, 0.43% hits;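 active = inhibition above about 30% together with a positive call from visual inspection of the well image, limit read from the data; inconclusive = inhibition above a set limit but visual check negative; inactive = inhibition not above a set limit, visual check negative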;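 also: nuclear over cytoplasmic p65 intensity ratio measured by imaging; 0% = IL-1B stimulated DMSO wells and 100% = unstimulated DMSO wells; values of inactives mirror those of a sister screen read the other way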
MRP resist rev = reverses drug resistance mediated by MRP; H69AR cells + 2 uM doxorubicin, CellTiter-Glo, 72 h; differential viability (reversal), % at 10 µM; 85,000 compounds, 0.04% hits;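 active = viability drop by adding the cancer drug above about 55%, with treated viability meeting a 40% cutoff, limit read from the data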;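 also: viability without doxorubicin minus viability with 2 µM doxorubicin for each compound; larger differential means the compound sensitizes cells more to doxorubicin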
MRP resist rev cytotoxicity = recorded beside MRP resist rev, whose call it bears; viability, %; H69AR cells, CellTiter-Glo, 72 h; measured here: cytotoxicity without doxorubicin
MRP resist rev with doxorubicin = recorded beside MRP resist rev, whose call it bears; viability, %; measured here: viability with 2 uM doxorubicin; active compounds read low
IL1B NFkB inh cell count 2 µM = recorded beside IL1B NFkB inh, whose call it bears; cell count; measured here: cells passing quality filter;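 raw number of nuclei counted in each imaged well without normalization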
IL1B NFkB pot cell count 2 µM = further read-out of IL1B NFkB pot, marked with its call; cell count; measured here: cells passing quality filter
* hit, by the source's call; u = inconclusive; x = no result given. A portion of the library. The share of hits here may be higher or lower than overall.

SMILES | PLAP inhibitors HTS | IL1B NFkB pot | IL1B NFkB pot cell count 2 µM | Bcl-B displacement | IL1B NFkB inh | IL1B NFkB inh cell count 2 µM | MRP resist rev | MRP resist rev cytotoxicity | MRP resist rev with doxorubicin
O=C(CN1CCOCC1)Nc1ncc(Cc2ccccc2Cl)s1 | -96% | -4 | 100 | 22% | 4 | 100 | x | x | x
COc1ccc(Cl)cc1NC(=O)c1ocnc1C | 11% | 1 | 136 | -1% | -1 | 136 | 5 | 72 | 67
O=C(COc1ccccc1Cl)N1CCN(c2ccc([N+](=O)[O-])c(N3CCOCC3)c2)CC1 | -35% | 0 | 104 | 0% | 0 | 104 | x | x | x
O=C(CSc1nncs1)N1c2ccccc2Sc2ccccc21 | 16% | x | x | -5% | x | x | 17 | 90 | 73
CN(C)CC(O)COc1cc2ccccc2cc1C(=O)N1CCCCC1 (configuration not stated) | -59% | x | x | -4% | x | x | x | x | x
O=C(c1cc(C2CC2)on1)N1CCOCC1 | 3% | 4 | 160 | 12% | -4 | 160 | 7 | 107 | 100
O=C(O)CC(CNS(=O)(=O)c1ccccc1)c1ccccc1 (configuration not stated) | -11% | x | x | 4% | x | x | 8 | 106 | 98
COc1ccc(-c2nnc3sc(-c4ccccn4)nn23)cc1 | 2% | x | x | 4% | x | x | -5 | 79 | 83
O=C(c1ccco1)N1CCN(C(=O)c2ccc(COc3ccc(F)cc3)o2)CC1 | -16% | -9 | 176 | 13% | 9 | 176 | -5 | 88 | 94
CCOC(=O)N1CCN(CC(O)COC2CC(C)CCC2C(C)C)CC1 (configuration not stated) | -78% | -2 | 156 | -6% | 2 | 156 | -3 | 79 | 82
Cc1cc(C)c2[nH]c(=O)c(CN(Cc3ccco3)C(=O)C3CCCO3)cc2c1 (configuration not stated) | -3% | 12 | 188 | -3% | -12 | 188 | 8 | 83 | 74
CCOC(=O)NC(NC(=O)OCC)C(=O)c1ccc(F)cc1 | -11% | -2 | 121 | 5% | 2 | 121 | x | x | x
CC1(O)c2ccccc2C(=O)N1Cc1ccccc1 (configuration not stated) | 9% | 22 | 207 | 5% | -22 | 207 | -19 | 83 | 102
CS(=O)(=O)N1CCN(c2ncccn2)CC1 | -7% | 6 | 110 | -2% | -6 | 110 | -5 | 80 | 86
CC1CCN(S(=O)(=O)c2ccc(NC(=O)CSc3nnnn3C)cc2)CC1 | 1% | 1 | 141 | 4% | -1 | 141 | x | x | x
CCc1nnc(NC(=O)C2CCCN(c3nc(C)cc(C)n3)C2)s1 (configuration not stated) | 5% | -8 | 128 | -7% | 8 | 128 | -3 | 77 | 80
CCOC(=O)CNC(=O)CSc1nnc(Cn2c(=O)sc3ccccc32)n1-c1ccccc1C | -41% | 25 | 201 | -10% | -25 | 201 | 16 | 87 | 71
Cc1cc(C)cc(N(C(=O)C(F)(F)F)C(C(=O)NC2CCCCC2)c2cccs2)c1 (configuration not stated) | 19% | -6 | 115 | 3% | 6 | 115 | x | x | x
Cc1ccc(N(C(C)C(=O)Nc2ccc(S(=O)(=O)N3CCOCC3)cc2)S(C)(=O)=O)cc1 (configuration not stated) | -46% | 17 | 122 | -2% | -17 | 122 | 11 | 92 | 80
CN1CC(=O)NC1=NC(=O)c1cc(F)c(F)cc1Cl | -22% | 16 | 102 | 4% | -16 | 102 | -9 | 95 | 104
Cc1ccc(N2C(=O)C3C4CC(=O)C(c5ccccc54)C3C2=O)cc1 (configuration not stated) | -21% | 6 | 158 | -9% | -6 | 158 | x | x | x
COc1cccc(N2CC(C(=O)Nc3ccc(C(=O)OC(C)C)cc3)CC2=O)c1 (configuration not stated) | -12% | 31 | 168 | -7% | -31 | 168 | x | x | x
O=C(O)c1cc(=O)c2cc(Cl)ccc2o1 | -18% | -7 | 146 | -6% | 7 | 146 | x | x | x
CCOC(=O)c1cccc(NC(=O)CSc2nnc(-c3ccoc3C)n2CCOC)c1 | 9% | 0 | 100 | 3% | 0 | 100 | x | x | x
CCC1CCCCN1C(=O)CSc1nnc(-c2cccs2)o1 (configuration not stated) | -15% | -97 | 18 | -8% | 97* | 18* | 8 | 97 | 89

Five compounds drawn at random from those above, as already listed:
SMILES | PLAP inhibitors HTS | IL1B NFkB pot | IL1B NFkB pot cell count 2 µM | Bcl-B displacement | IL1B NFkB inh | IL1B NFkB inh cell count 2 µM | MRP resist rev | MRP resist rev cytotoxicity | MRP resist rev with doxorubicin
O=C(O)CC(CNS(=O)(=O)c1ccccc1)c1ccccc1 (configuration not stated) | -11% | x | x | 4% | x | x | 8 | 106 | 98
CN1CC(=O)NC1=NC(=O)c1cc(F)c(F)cc1Cl | -22% | 16 | 102 | 4% | -16 | 102 | -9 | 95 | 104
CCOC(=O)N1CCN(CC(O)COC2CC(C)CCC2C(C)C)CC1 (configuration not stated) | -78% | -2 | 156 | -6% | 2 | 156 | -3 | 79 | 82
O=C(CSc1nncs1)N1c2ccccc2Sc2ccccc21 | 16% | x | x | -5% | x | x | 17 | 90 | 73
CCc1nnc(NC(=O)C2CCCN(c3nc(C)cc(C)n3)C2)s1 (configuration not stated) | 5% | -8 | 128 | -7% | 8 | 128 | -3 | 77 | 80

The list goes on.
SMILES | PLAP inhibitors HTS | IL1B NFkB pot | IL1B NFkB pot cell count 2 µM | Bcl-B displacement | IL1B NFkB inh | IL1B NFkB inh cell count 2 µM | MRP resist rev | MRP resist rev cytotoxicity | MRP resist rev with doxorubicin
c1cncc(-c2nn3c(Cn4cnc5ccccc54)nnc3s2)c1 | -1% | 8 | 131 | 0% | -8 | 131 | 12 | 72 | 60
O=C(CSc1nnc(-c2cccnc2)n1Cc1ccco1)N1CCc2ccccc21 | -56% | 4 | 137 | 10% | -4 | 137 | 9 | 95 | 86
O=C(COC(=O)c1c[nH]c(=O)[nH]c1=O)NCc1ccccc1 | 24% | 15 | 181 | 1% | -15 | 181 | x | x | x
CCOc1ccc(CCNC(=O)c2cccnc2N2CCCC2)cc1OCC | x | -5 | 101 | x | 5 | 101 | -3 | 71 | 73
COc1cccc2c(=O)n(CC(=O)NC3CCCCC3)ccc12 | 7% | 8 | 193 | -7% | -8 | 193 | 6 | 102 | 96
CCCSc1nnc(NC(=O)c2sc3nc(-c4cccs4)ccc3c2N)s1 | -50% | 8 | 117 | -12% | -8 | 117 | x | x | x
O=C(NCCCN1CCN(Cc2ccccc2)CC1)C1CCN(c2nnc(-n3cccc3)s2)CC1 | -81% | x | x | x | x | x | 18 | 89 | 71
CCCn1c(=O)c2ccccc2n2c(SCCOc3ccc(OC)cc3)nnc12 | 6% | x | x | -7% | x | x | 36 | 99 | 63
CC(C)(C)c1cc(C(F)(F)F)nc(SCCCNC(=O)c2ccco2)n1 | -45% | 14 | 49 | -25% | -14 | 49 | 10 | 90 | 81
CCC(C)Oc1cccc(C(=O)Nc2ccccc2N2CCOCC2)c1 (configuration not stated) | -24% | 9 | 135 | 3% | -9 | 135 | 0 | 88 | 88
O=C(/C=C\Nc1ccccn1)c1ccc(Cl)cc1 | -12% | -3 | 121 | -20% | 3 | 121 | -3 | 88 | 91
CCCCNC(=O)c1ccc(NC(=O)C2CCCO2)cc1 (configuration not stated) | 6% | x | x | -5% | x | x | -13 | 105 | 118
O=C(CSc1nnc(Cn2c(=O)sc3ccccc32)n1CCc1ccccc1)N1CCOCC1 | -47% | 8 | 196 | -7% | -8 | 196 | 5 | 80 | 75
COc1ccccc1-c1c(C)oc2c(CN3CCN(CCO)CC3)c(O)ccc2c1=O | -8% | 10 | 187 | -8% | -10 | 187 | 11 | 91 | 79
COc1cc(C)c(C(C)C)cc1S(=O)(=O)n1ccnc1 | x | 25 | 112 | x | -25 | 112 | 1 | 101 | 99
CCOc1cc(OCC)cc(C(=O)O)c1 | 16% | x | x | -6% | x | x | 5 | 97 | 92
CCCCCOc1ccc2oc(=O)c3c(c2c1)CCCN3C(=O)CN1CCCC(C(=O)OCC)C1 (configuration not stated) | -50% | 14 | 153 | -102% | -14 | 153 | 16 | 86 | 70
Oc1ccccc1N=Cc1ccc[nH]1 | -4% | 1 | 94 | -10% | -1 | 94 | -15 | 35 | 49
CCc1ccc(N(CC(=O)NC2CCCC2)S(=O)(=O)c2c(C)noc2C)cc1 | 9% | 14 | 77 | 3% | -14 | 77 | 16 | 87 | 71
O=C(c1cccnc1)N1CCN(c2c(Cl)cccc2[N+](=O)[O-])CC1 | -3% | 4 | 93 | -6% | -4 | 93 | x | x | x
CCOC(=O)c1ccc(NC(=O)CCNS(=O)(=O)c2ccc3c(c2)oc(=O)n3C)cc1 | -4% | x | x | 1% | x | x | -4 | 89 | 93
C=CCn1c(SCC(=O)NC(=O)NCC(C)C)nnc1C1CCCCC1 | -4% | 2 | 191 | 2% | -2 | 191 | 7 | 90 | 83
Cc1cccc(-n2c(N)cc(=O)nc2SCC(=O)Nc2cc(C)on2)c1 | 12% | x | x | 0% | x | x | x | x | x
CC(=O)NC(CCS(C)(=O)=O)C(=O)Nc1cc(C)ccc1C (configuration not stated) | 2% | x | x | -2% | x | x | 14 | 103 | 89
CCCc1c(O)c2ccccc2[nH]c1=O | 6% | x | x | -7% | x | x | 10 | 95 | 85

Next section:
SMILES | PLAP inhibitors HTS | IL1B NFkB pot | IL1B NFkB pot cell count 2 µM | Bcl-B displacement | IL1B NFkB inh | IL1B NFkB inh cell count 2 µM | MRP resist rev | MRP resist rev cytotoxicity | MRP resist rev with doxorubicin
Cn1c(Cn2nnc3ccccc32)nnc1SCC(N)=O | -26% | -9 | 146 | -8% | 9 | 146 | -3 | 96 | 99
Cc1cc(C(=O)CSc2nnc(N)s2)c(C)n1CCc1ccc(F)cc1 | 8% | 7 | 113 | 0% | -7 | 113 | x | x | x
C=CCn1c(SCCC(=O)O)nnc1-c1cccs1 | x | 13 | 108 | x | -13 | 108 | 5 | 100 | 95
CC(C)C(CO)NC(=O)CC(=O)NC(CO)C(C)C (configuration not stated) | 5% | 21 | 149 | -5% | -21 | 149 | x | x | x
COc1ccc(C(=O)n2c(SC)nc3cc4c(cc32)OCCO4)cc1 | 3% | -11 | 152 | 4% | 11 | 152 | x | x | x
CCOc1ccc(C/C(N)=N/n2cnnc2)cc1 | 21% | -10 | 121 | -10% | 10 | 121 | 7 | 94 | 87
O=C(CN(CCO)c1ccccc1)NC12CC3CC(CC(C3)C1)C2 | -24% | u | x | -2% | -44 | 123 | 6 | 82 | 76
C=CCNc1nc(-c2cccc(OC)c2O)nc2ccccc12 | 11% | -3 | 117 | 2% | 3 | 117 | -20 | 46 | 66
COc1ccc(N2CCN(C(CNS(=O)(=O)c3cccs3)c3cccnc3)CC2)cc1 (configuration not stated) | -64% | 12 | 65 | 9% | -12 | 65 | 2 | 82 | 80

Sorted by count of non-hydrogen atoms (high to low): part of the list above.
SMILES | PLAP inhibitors HTS | IL1B NFkB pot | IL1B NFkB pot cell count 2 µM | Bcl-B displacement | IL1B NFkB inh | IL1B NFkB inh cell count 2 µM | MRP resist rev | MRP resist rev cytotoxicity | MRP resist rev with doxorubicin
Cc1cc(C(=O)CSc2nnc(N)s2)c(C)n1CCc1ccc(F)cc1 | 8% | 7 | 113 | 0% | -7 | 113 | x | x | x
COc1ccc(C(=O)n2c(SC)nc3cc4c(cc32)OCCO4)cc1 | 3% | -11 | 152 | 4% | 11 | 152 | x | x | x
O=C(CN(CCO)c1ccccc1)NC12CC3CC(CC(C3)C1)C2 | -24% | u | x | -2% | -44 | 123 | 6 | 82 | 76
Cn1c(Cn2nnc3ccccc32)nnc1SCC(N)=O | -26% | -9 | 146 | -8% | 9 | 146 | -3 | 96 | 99
C=CCn1c(SCCC(=O)O)nnc1-c1cccs1 | x | 13 | 108 | x | -13 | 108 | 5 | 100 | 95
CCOc1ccc(C/C(N)=N/n2cnnc2)cc1 | 21% | -10 | 121 | -10% | 10 | 121 | 7 | 94 | 87
CCCc1c(O)c2ccccc2[nH]c1=O | 6% | x | x | -7% | x | x | 10 | 95 | 85

Screening data deposited in PubChem by several laboratories.
